# ATXN2 expr inh – reduces ATXN2 reporter expression in HEK-293 cells; 360,000 compounds, 0.72% hits; Potency, µM (titrated, usually from 57 µM), for the others: at the highest dose activity change, negative = inhibition, usual class: inhibitors; HEK-293 ATXN2-luciferase reporter, luminescence, 24 h; further: potency means the concentration at half of the fitted maximal effect; on the % scale 0 is the no-effect control and ±100 the full control effect; nearly all actives have a fitted effect of over 55% in size
#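 qHTS (up to 57 uM final) was run with 24 h compound exposure of reporter cells at 37 °C. Each well was multiplexed: SteadyGlo luminescence measured ATXN2-luciferase expression after a fluorogenic Gly-Phe-AFC viability readout (25 uM final).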
# MCF10A rerep – DNA re-replication induction in MCF 10a cells; 350,000 compounds, 2.9% hits; Potency, µM (doses to about 46.1 µM), inactives show top-dose activity, positive = re-replication, hits mostly activators; MCF 10A DNA re-replication, Hoechst nuclear intensity, 48 h; AID 624296; further: potency means the concentration at half of the fitted maximal effect; % of control where 0% means no effect; nearly all actives have a fitted effect of over 50% in size
# KB-V1 MDR tox – KB-V1 MDR subline cytotoxicity; KB-V1 MDR cells viability, CellTiter-Glo, 72 h; Potency, µM (highest dose often 46.1 µM), for the others: at the highest dose activity change, negative = cytotoxicity, hits mostly cytotoxic; 400,000 compounds, 3.4% hits; further: potency means the concentration at half of the fitted maximal effect; on the % scale 0 is the no-effect control and ±100 the full control effect; nearly all actives have a fitted effect of over 60% in size
#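 KB-V1, DMEM (no phenol red) + 10% FBS; cpd pin-transferred, titration series; 72 h, 37 degrees C; CellTiter-Glo, luminescence. Data normalized, curve-fit.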
# KB-3-1 tox – KB-3-1 parental cell cytotoxicity; KB-3-1 viability, CellTiter-Glo ATP luminescence, 72 h; Potency, µM (series often up to 46.1 µM), without a hit: top-dose activity change, negative = cytotoxic, hits mostly cytotoxic; 400,000 compounds, 1.4% hits; AID 1347075; further: potency means the concentration at half of the fitted maximal effect; on the % scale 0 is the no-effect control and ±100 the full control effect; nearly all actives have a fitted effect of over 60% in size
#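 Using CellTiter-Glo luminescence, growth of non-resistant KB-3-1 adenocarcinoma cells is assessed 72 h after pin-tool compound addition at 37 °C. Normalized responses across the concentration series yield fitted curves.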
# SW480 rerep – inducers of DNA re-replication in SW480 colon cancer cells; Potency, µM (doses to about 46.1 µM), for inactives: at the top dose re-replication activation, hits mostly activators; AID 624297; SW480 DNA re-replication, Hoechst DNA content imaging, 48 h; 340,000 compounds, 1.8% hits; further: potency means the concentration at half of the fitted maximal effect; % of control where 0% means no effect; nearly all actives have a fitted effect of over 55% in size
#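 Image-based read-out: total Hoechst fluorescence of nuclei (405 nm excitation, 500-530 nm emission), with hits raising the fraction of high-intensity nuclei. SW480 colon cells incubated 48 hr with compounds at 37 C.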
# HT1080 IDH1KD tx – kills HT-1080 cells with IDH1 knockdown | HT-1080 IDH1 knockdown viability, ATP luminescence, 48 h | Potency, µM (top dose mostly 46.1 µM), for the others: at the top dose activity, negative = toxicity, hits mostly cytotoxic | 360,000 compounds, 2% hits | AID 686971;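 further: potency means the concentration at half of the fitted maximal effect; 0% = DMSO wells and -100% = cell-free medium wells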
#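 % activity derives from luminescence (CellTiter-Glo), normalised to DMSO and no-cell wells. HT-1080-IDH1KD cells, 750/well, had 48 h compound exposure at 37 °C.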
# HT1080-NT tox – kills 2HG-producing HT-1080-NT fibrosarcoma cells | HT-1080-NT fibrosarcoma viability, CellTiter-Glo ATP luminescence, 48 h | Potency, µM (top dose mostly 46.1 µM), for the others: at the top dose activity, negative = less viability, hits mostly cytotoxic | 360,000 compounds, 1.6% hits | AID 686970;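 further: NT is the 2HG producing partner of a matched IDH1 knockdown line; potency means the concentration at half of the fitted maximal effect; 0% = DMSO-treated cells and -100% = media-only wells without cells; nearly all actives have a fitted effect of over 55% in size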
#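 Viability of the 2HG-overproducing fibrosarcoma line after 48 hours of compound exposure at 37 degrees C was determined by luminescence with CellTiter-Glo, and concentration-effect curves were then fitted and categorized.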
# WRN helicase inh – blocks human WRN helicase. Q14191. WRN helicase unwinding, fluorescent forked duplex, kinetic. Potency, µM (highest dose often 114 µM), for inactives: at the highest dose activity change, negative = inhibition, usual class: inhibitors. 360,000 compounds, 0.46% hits. AID 651768; further: potency means the concentration at half of the fitted maximal effect; on the % scale 0 is the no-effect control and ±100 the full control effect; nearly all actives have a fitted effect of over 55% in size
# Target sequence (Q14191 whole entry, looked up): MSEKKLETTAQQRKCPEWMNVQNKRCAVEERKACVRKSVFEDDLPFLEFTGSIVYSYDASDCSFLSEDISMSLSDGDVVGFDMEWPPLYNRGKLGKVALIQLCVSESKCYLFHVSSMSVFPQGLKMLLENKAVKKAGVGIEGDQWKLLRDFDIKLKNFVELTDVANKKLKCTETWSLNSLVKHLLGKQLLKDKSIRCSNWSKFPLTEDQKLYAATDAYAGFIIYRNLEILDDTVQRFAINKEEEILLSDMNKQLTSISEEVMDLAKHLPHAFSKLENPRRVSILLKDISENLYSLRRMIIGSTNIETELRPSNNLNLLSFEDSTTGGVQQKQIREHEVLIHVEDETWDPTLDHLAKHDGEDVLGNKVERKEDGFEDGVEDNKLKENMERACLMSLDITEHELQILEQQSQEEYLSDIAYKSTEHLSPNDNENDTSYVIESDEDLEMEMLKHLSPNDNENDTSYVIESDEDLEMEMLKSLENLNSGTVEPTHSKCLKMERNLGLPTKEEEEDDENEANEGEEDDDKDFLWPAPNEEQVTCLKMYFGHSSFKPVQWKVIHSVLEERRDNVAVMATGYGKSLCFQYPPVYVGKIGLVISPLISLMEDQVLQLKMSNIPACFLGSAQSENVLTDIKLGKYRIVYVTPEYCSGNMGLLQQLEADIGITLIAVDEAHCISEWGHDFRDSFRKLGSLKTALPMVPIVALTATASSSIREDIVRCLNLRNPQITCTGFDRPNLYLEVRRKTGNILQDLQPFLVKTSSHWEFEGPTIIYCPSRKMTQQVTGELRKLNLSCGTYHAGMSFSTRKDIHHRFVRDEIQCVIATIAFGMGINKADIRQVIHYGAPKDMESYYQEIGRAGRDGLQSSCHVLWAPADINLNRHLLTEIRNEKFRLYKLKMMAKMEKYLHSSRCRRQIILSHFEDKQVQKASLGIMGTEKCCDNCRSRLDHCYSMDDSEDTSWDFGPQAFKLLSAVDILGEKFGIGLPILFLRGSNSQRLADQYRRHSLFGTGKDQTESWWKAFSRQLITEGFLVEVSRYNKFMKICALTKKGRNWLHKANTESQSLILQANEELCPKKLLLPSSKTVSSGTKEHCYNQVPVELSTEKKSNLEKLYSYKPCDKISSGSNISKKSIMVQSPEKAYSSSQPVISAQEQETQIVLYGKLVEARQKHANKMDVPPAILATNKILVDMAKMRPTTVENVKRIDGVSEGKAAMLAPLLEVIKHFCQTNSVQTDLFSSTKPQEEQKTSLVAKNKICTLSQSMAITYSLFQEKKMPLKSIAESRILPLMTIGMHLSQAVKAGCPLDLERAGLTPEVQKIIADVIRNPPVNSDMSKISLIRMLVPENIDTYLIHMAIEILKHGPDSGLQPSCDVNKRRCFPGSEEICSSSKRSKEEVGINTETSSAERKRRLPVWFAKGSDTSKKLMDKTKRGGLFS
#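 WRN at 20 nM final was preincubated with compound for 15 min at room temperature; reaction started with 100 nM forked duplex oligonucleotide carrying fluorophore and quencher plus 2 mM ATP (final). Unwinding followed kinetically by red fluorescence (ex 525/em 598 nm).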
# IL-1B inflam inh – blocks inflammasome-driven IL-1 beta release; activity change, % at 57.5 µM; AID 743279; 360,000 compounds, 4.7% hits; THP-1 LPS/ATP IL-1B secretion, AlphaLISA, 16 h; active compounds read low; in the data active means activity change below about -50%; inconclusive means mostly about -30% to -49%; further: on the % scale 0 is the no-effect control and ±100 the full control effect
#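 THP-1 cells pretreated 1 hr with compounds (up to 57.5 uM final), then stimulated with LPS (250 ng/mL final) plus ATP (1.25 mM final); secreted IL-1B measured by AlphaLISA after 16 hr, decreased signal indicating inhibition.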
# * hit, by the source's call; i = inactive; ? = inconclusive; · = not tested or not shown; [ ] = remark or other dose. Unless noted, the call rests on the fitted dose curve; in most records, active means well fitted curve in the direction sought with a large enough effect; inconclusive means small, poorly fitted or top-dose-only effect, or another doubt; inactive means no such curve, though single readings can be large; an effect the other way counts as inactive or inconclusive.
SMILES,ATXN2 expr inh,MCF10A rerep,KB-V1 MDR tox,KB-3-1 tox,SW480 rerep,HT1080 IDH1KD tx,HT1080-NT tox,WRN helicase inh,IL-1B inflam inh
O=c1c2ccccc2oc2cc(OCc3ccc(F)cc3)cc(O)c12,4%,?,?,-1%,-9%,4%,14%,-14%[57.1 µM],24
Cc1ccc(C)c(NC(=O)CCC(=O)NNC(=O)c2cccs2)c1,1%,-2%,25%,5%,-2%,18%,24%,-8%,15
COc1cc(/C=C2/C(=O)N(c3cccc(Br)c3)N=C2C)cc(OC)c1O,·,1%,-7%,-8%,-2%,-1%,-5%,12%,?
CC(C)(O)C#Cc1ccc(CNC[C@H]2O[C@@H](n3cnc4c(N)ncnc43)[C@H](O)[C@@H]2O)s1,2%,-6%,6%,8%,5%,7%,11%,-3%,24
CNC(=O)c1ccc(-c2cc3onc(-c4ccccc4)c3c(=O)n2C)cc1,46%[activator],2%,7%,-1%,10%,1%,-1%,3%,0
CC(C)(C)OC(=O)C[C@@H]1C/C=C\C[C@@H](CC(=O)N(CCO)Cc2ccccc2)C(=O)NC[C@H](c2ccccc2)OC1=O,-10%,1%,?,-17%,0%,-13%,?,?,-6
CC1CCN(C(=O)COC(=O)/C=C/c2ccc(Br)o2)CC1,11%,0%,0%,15%,29%,-1%,2%[9.24 µM],-7%[11.6 µM],14
CCCCCCN1C[C@@H](n2cc(C3CC3)nn2)[C@H](O)C[C@@H]1c1ccccc1,19%,·,?,28%,·,15%,0%,2%,0
CCn1c(SCc2ccc([N+](=O)[O-])cc2)nnc1C(C)NC(=O)c1ccc(C)cc1 (stereo unspecified),-20%,-2%,-3%,6%,-1%,-1%,8%,-8%[57.1 µM],-6
CCCCn1cc2c(c1-c1cccc(C)c1)c(=O)n(C)c(=O)n2C,·,2%,-27%,5%,-8%,10%,7%,-12%,24
CCC(C)NC(=O)CCn1ccc2cc(S(=O)(=O)N3CCCC3)ccc21 (stereo unspecified),1%,2%,-10%,7%,6%,5%,2%,-2%,0
C[C@@H]1CN([C@H](C)CO)S(=O)(=O)c2ccc(Br)cc2O[C@H]1CN(C)C(=O)Nc1ccc(F)cc1,-1%,·,9%,-3%,·,-7%,-4%,-1%,-10
CCCN(C(=O)c1c(CC)noc1C)c1c(N)n(Cc2ccccc2)c(=O)[nH]c1=O,2%,6%,0%,15%,-7%,2%,11%,-4%,-2
CCc1nc(Cl)c(C#N)c2c1CCCC2,-6%,1%,-12%,-8%,1%,6%,-1%,6%,16
Cc1ccc(-c2nnc3ccc(SCC(=O)N4CCCc5ccccc54)nn23)cc1,?,4%,16µM*,4%,-8%,?,-24%,-5%,-11
CCCCn1c(N)c(N(CCOC)C(=O)COC(=O)Cc2cccc(OC)c2)c(=O)[nH]c1=O,2%,3%,2%,-4%,-4%,10%,8%,2%,1
CCCCc1ccc(S(=O)(=O)N/N=C(/C)c2ccncc2)cc1,-19%,7%,?,?,-3%,6%,?,-28%,i
CC(=O)Nc1sc(C)c(C)c1C(=O)OCC(=O)N(CC(C)C)c1c(N)n(Cc2ccccc2)c(=O)[nH]c1=O,?,?,2%,?,-28%,0%,-4%,-1%,2
C/C(=N/Nc1ccc(C(=O)O)cc1)c1ccc2c(c1)Nc1ccccc1S2,38%[activator],16µM*,-11%,-1%,18µM*,-21%,-9%,-5%[11.6 µM],19
CC(C)N(Cc1ccccc1)C(=O)COC(=O)C1CCCCC1,7%,-2%,0%,-2%,-3%,7%,2%,-20%,6

# Laid out differently: results already given
Structure | ATXN2 expr inh | MCF10A rerep | KB-V1 MDR tox | KB-3-1 tox | SW480 rerep | HT1080 IDH1KD tx | HT1080-NT tox | WRN helicase inh | IL-1B inflam inh
CCCCn1cc2c(c1-c1cccc(C)c1)c(=O)n(C)c(=O)n2C | · | 2% | -27% | 5% | -8% | 10% | 7% | -12% | 24
CCC(C)NC(=O)CCn1ccc2cc(S(=O)(=O)N3CCCC3)ccc21 (stereo unspecified) | 1% | 2% | -10% | 7% | 6% | 5% | 2% | -2% | 0
C[C@@H]1CN([C@H](C)CO)S(=O)(=O)c2ccc(Br)cc2O[C@H]1CN(C)C(=O)Nc1ccc(F)cc1 | -1% | · | 9% | -3% | · | -7% | -4% | -1% | -10
CCCN(C(=O)c1c(CC)noc1C)c1c(N)n(Cc2ccccc2)c(=O)[nH]c1=O | 2% | 6% | 0% | 15% | -7% | 2% | 11% | -4% | -2
CCc1nc(Cl)c(C#N)c2c1CCCC2 | -6% | 1% | -12% | -8% | 1% | 6% | -1% | 6% | 16
Cc1ccc(-c2nnc3ccc(SCC(=O)N4CCCc5ccccc54)nn23)cc1 | ? | 4% | 16µM* | 4% | -8% | ? | -24% | -5% | -11
CCCCn1c(N)c(N(CCOC)C(=O)COC(=O)Cc2cccc(OC)c2)c(=O)[nH]c1=O | 2% | 3% | 2% | -4% | -4% | 10% | 8% | 2% | 1
CCCCc1ccc(S(=O)(=O)N/N=C(/C)c2ccncc2)cc1 | -19% | 7% | ? | ? | -3% | 6% | ? | -28% | i
CC(=O)Nc1sc(C)c(C)c1C(=O)OCC(=O)N(CC(C)C)c1c(N)n(Cc2ccccc2)c(=O)[nH]c1=O | ? | ? | 2% | ? | -28% | 0% | -4% | -1% | 2
C/C(=N/Nc1ccc(C(=O)O)cc1)c1ccc2c(c1)Nc1ccccc1S2 | 38%[activator] | 16µM* | -11% | -1% | 18µM* | -21% | -9% | -5%[11.6 µM] | 19
CC(C)N(Cc1ccccc1)C(=O)COC(=O)C1CCCCC1 | 7% | -2% | 0% | -2% | -3% | 7% | 2% | -20% | 6

# Next results follow.
SMILES,ATXN2 expr inh,MCF10A rerep,KB-V1 MDR tox,KB-3-1 tox,SW480 rerep,HT1080 IDH1KD tx,HT1080-NT tox,WRN helicase inh,IL-1B inflam inh
CCC(C)(C)NC(=O)C(c1ccccc1Cl)N(C(=O)CCC(=O)Nc1cc(C)on1)C1CC1 (stereo unspecified),-10%,14%,?,-12%,3%,-11%,-12%,7%,2
O=C(Nc1ccncc1)Nc1ccccn1,5%,13%,?,?,-1%,-2%,0%,-3%,?
CCc1ccccc1-n1c(SCC(=O)NC)nnc1-c1ccco1,·,5%,18%,0%,1%,1%,3%,4%,7
COc1cccc(/C(O)=C2/C(=O)C(=O)N(CCN(C)C)C2c2ccccn2)c1 (stereo unspecified),5%,3%,12%,1%,0%,20%,17%,0%,0
NCCCCc1ccc2ccc3cccc4ccc1c2c34,-6%,?,0%,18%,27%,-21%,?,9%,-28
O=C(NCCN1CCOCC1)c1ccc(Cl)cc1O,-2%,1%,-9%,5%,-3%,-8%,3%,-10%,4
COc1ccc(S(=O)(=O)Nc2ccc(C(F)(F)F)cc2)cc1OC,-1%,0%,?,-3%,-1%,-11%,-11%,-11%,-6
C=CCn1c(SCC(=O)N(CCC)C2CCS(=O)(=O)C2)nnc1-c1ccccc1OC (stereo unspecified),-5%,0%,0%,4%,0%,0%,-10%,1%,9
COc1cccc(-n2nc(C(C)=O)c(=O)[nH]c2=O)c1,-16%,?,7%,-9%,-37%[inhibitor],0%,8%,-1%,-3
Nc1ncnc(Nc2ccc(F)c(Cl)c2)n1,3%,-5%,-8%,0%,-7%,0%,0%,-2%,-16
Cc1cccc(C)c1-n1nnnc1C1(C)CCC(=O)N1Cc1ccco1 (stereo unspecified),6%,·,25%,19%,·,9%,15%,5%,14
CCOC(=O)C1CCN(C(=O)c2sc3nc(-c4ccc(F)cc4)cn3c2C)CC1,-9%,3%,23µM*,-18%,-10%,-3%,-1%,3%,1
COc1cccc(NC(=O)C2CCCN2C(=O)Nc2ccccc2F)c1 (stereo unspecified),3%,-2%,10%,11%,-1%,10%,-28%,3%,42
COCc1nnc(NC(=O)COc2ccc3c(c2)OCO3)s1,-9%,4%,?,0%,?,?,?,-4%,15
COc1ccc(-c2cc(C3CCN(Cc4cccc(C(F)(F)F)c4)CC3)[nH]n2)cc1,?,?,?,?,?,?,16µM*,-13%,-100*
Cc1nc2nc(CCc3ccccc3)nn2c(C)c1Cl,17%,-1%,2%,6%,-5%,13%,1%,-3%,12
CCc1c(C2(O)CCCCC2)[nH]c2ncccc12,8%,32%,0%,-12%,-9%,8%,0%,5%,14
C/C(=N\Nc1nc(-c2cc(C)ccc2C)cs1)c1cc2c(ccc3ccccc32)oc1=O,-7%,3%,?,?,-4%,-2%,-1%,-30%,12
CC[n+]1c(/C=C(/C)SC)sc2ccccc21,-12%,?,1%,-20%,1%,0%,-1%,9%,24
Cc1cc(C)nc(SCC(=O)N/N=C\C(Br)=C\c2ccccc2)n1,-27%,?,?,?,?,?,-6%,-8%,-13
O=C(CCc1nc2ccccc2c(=O)[nH]1)NCc1ccccn1,-12%,5%,4%,2%,-11%,-15%,-9%,8%,5
CC(=O)NNC(=O)c1nc(-c2ccccc2)c(C)o1,·,-1%,-3%,-8%,-2%,4%,3%,1%,-6
O=[N+]([O-])c1cnc(Sc2ccncn2)s1,·,19%,?,18µM*,?,16µM*,5.8µM*,-32%,-71*
COc1ccc(N2CCN(CC(=O)Nc3nc4c(s3)CC(C)CC4)CC2)cc1 (stereo unspecified),-32%,?,0%,-3%,4%,-21%,-1%,-14%,0
COc1ccc(C(CNC(=O)C(CC(C)C)NS(=O)(=O)c2ccc(C)cc2)N2CCOCC2)cc1 (stereo unspecified),7%,5%,-2%,-2%,-1%,1%,-2%,-3%,-14
CCOCCCNc1c(CC)c(C)c(C#N)c2nc3ccccc3n12,·,?,?,3%,27%,-7%,-18%,3%,-8

# Outcome played no part in choosing rows, and some 12% of all compounds hit somewhere here.
